From PubChem
Mito fusion act = qHTS Assay for Small Molecule Inhibitors of Mitochondrial Division or Activators of Mitochondrial Fusion; S. cerevisiae fusion-defective mutant growth rescue, CellTiterGlo 48 h; Potency, µM (series often up to 46.1 µM), without a hit: at the top dose growth rescue (activation), actives largely listed as activators; 320,000 compounds, 0.23% hits;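 further: potency means the concentration at half of the fitted maximal effect; % of control where 0% means no effect; nearly all actives have a fitted effect of over 45% in size; temperature-sensitive fusion mutants such as fzo1-1 at 37 °C on non-fermentable ethanol glycerol medium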
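Yeast fusion mutant, YPEG (non-fermentable carbon), compound, 48 h at 37C non-permissive; CellTiterGlo added, 10 min RT, luminescence read. Rescued growth = division inhibition.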
KCNH2 3.1 block = qHTS for Inhibitors of KCHN2 3.1: Mutant qHTS; Potassium voltage-gated channel subfamily H member 2, brain isoform KCNH2 3.1 (human); U2OS KCNH2 3.1, thallium flux FluxOr; stronger effect = lower value; activity change, % (tested at about 1.8 µM); 340,000 compounds, 0.95% hits; AID 720553, 2013;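 active means maximum activity change below -70%; inconclusive means maximum activity change from -70% to -50%; inactive means maximum activity change above -50%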;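 further: thallium influx rate constant from kinetic fluorescence after stimulation buffer; on the % scale 0 is the no-effect control and ±100 the full control effect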
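Steps: virus added to U2OS suspension (4 h, RT, dark); medium with 10% FBS added, cells plated, 37 C overnight; FluxOr/Red40 loading buffer 45 min RT; stimulation buffer, 2 min kinetic read; rate constant normalized.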
TCR act = Activators of T cell receptors: qHTS campaign; 330,000 tested, under 10 active; Potency, µM (titrated, usually from 9.22 µM), for the others: top-dose activation of IL-2 secretion, hits mostly activators; primary human leukocytes, anti-CD3, IL-2 HTRF, 48 h; further: % of control where 0% means no effect
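Primary human leukocytes receive a-CD3 beads and test compound and are incubated 48 hr. Secreted IL-2 is then assayed by HTRF, measuring 665nm acceptor emission after 320nm excitation of the europium donor.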
AT treatment = qHTS Assay for Identifying a Potential Treatment of Ataxia-Telangiectasia; […] A-T fibroblasts, KAP-1 phosphorylation AlphaLISA; neocarzinostatin DNA damage 30 min before lysis; Potency, µM (top dose mostly 57.5 µM), for inactives: at the top dose activation, hits mostly activators; 320,000 compounds, 0.19% hits; further: potency means the concentration at half of the fitted maximal effect; % of control where 0% means no effect; nearly all actives have a fitted effect of over 45% in size
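ATM-like activity read as KAP-1 phosphorylation via AlphaLISA donor/acceptor antibody pairs after lysis and 6 hr at 25C. Cells were ATM-null patient fibroblasts ([…], hTERT), dosed 60 min, then exposed to the DSB inducer NCS for 30 min.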
TSHR antagonist = Antagonists of the Thyroid Stimulating Hormone Receptor: HTS campaign | Thyrotropin receptor (Homo sapiens), P16473 | activity change, negative = inhibition, % at 11.5 µM | TSHR-expressing cells, TSH-stimulated cAMP HTRF, 2 h; stronger effect = lower value | 330,000 compounds, 0.2% hits;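 active means activity change below a set negative limit, meaning inhibition stronger than a set level, cut at about -70% in these data; inconclusive means activity change between two set negative limits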; further: on the % scale 0 is the no-effect control and ±100 the full control effect
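Freshly harvested TSHR cells receive pin-tooled compound, then EC80 TSH at 4nM final. After 2 hours at 37 deg C, antibody in lysis buffer and cAMP-d2 are added; 30 minutes at ambient temperature precede the HTRF read.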
USP2a block = qHTS Assay for Inhibitors of Ubiquitin-specific Protease USP2a Using CHOP2 as the Reporter; Ubiquitin carboxyl-terminal hydrolase 2 (Homo sapiens), O75604; USP2 core, Ub-CHOP2 coupled fluorogenic reporter, 485/531; Potency, µM (top dose mostly 38.3 µM), for inactives: top-dose activity change, negative = inhibition, most hits filed as inhibitors; 330,000 compounds, 0.01% hits; AID 463254, 2010;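 further: potency means the concentration at half of the fitted maximal effect; plate controls were DMSO wells for no effect and full inhibition by NEM control for full effect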
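Cell-free coupled assay: 10nM USP2 core preincubated 30min RT with compound in Tris-HCl pH 8.0/CaCl2/CHAPS buffer, then 25nM Ub-CHOP2 and 25nM reporter substrate; fluorescence (Ex 485/Em 531) read after 60min RT, normalized to NEM inhibition, concentration-response curves fitted.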
TRPV1 ag = HTS Assay for Compounds that Act as Agonists of the Vanilloid Receptor 1. TRPV1-expressing cells, Fluo-8 calcium influx, agonist mode. activation, % at 8.33 µM. 320,000 compounds, 0.19% hits. AID 540275, 2011; in the data active means activation above about 80%; inconclusive means between about 30% and that limit; further: 0% is about no effect
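Cells expressing TRPV1 were dye-loaded with Fluo-8 and read kinetically: 10 s baseline, 3 min after compound (agonist portion), then 2 min after EC20 capsaicin (allosteric enhancer portion). Calcium-bound dye fluorescence at 480/520 nm.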
hERG WT inh = qHTS for Inhibitors of KCHN2 3.1: Wildtype qHTS; Voltage-gated inwardly rectifying potassium channel KCNH2 (Homo sapiens), Q12809; U2OS, BacMam KCNH2, thallium flux FluxOr; stronger effect = lower value; activity change, % at 1.84 µM; 340,000 compounds, 0.37% hits;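 active means maximum activity change below -70%; inconclusive means maximum activity change between -70% and -50%; inactive means maximum activity change above -50%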; further: on the % scale 0 is the no-effect control and ±100 the full control effect
Target sequence (Q12809 whole entry, looked up): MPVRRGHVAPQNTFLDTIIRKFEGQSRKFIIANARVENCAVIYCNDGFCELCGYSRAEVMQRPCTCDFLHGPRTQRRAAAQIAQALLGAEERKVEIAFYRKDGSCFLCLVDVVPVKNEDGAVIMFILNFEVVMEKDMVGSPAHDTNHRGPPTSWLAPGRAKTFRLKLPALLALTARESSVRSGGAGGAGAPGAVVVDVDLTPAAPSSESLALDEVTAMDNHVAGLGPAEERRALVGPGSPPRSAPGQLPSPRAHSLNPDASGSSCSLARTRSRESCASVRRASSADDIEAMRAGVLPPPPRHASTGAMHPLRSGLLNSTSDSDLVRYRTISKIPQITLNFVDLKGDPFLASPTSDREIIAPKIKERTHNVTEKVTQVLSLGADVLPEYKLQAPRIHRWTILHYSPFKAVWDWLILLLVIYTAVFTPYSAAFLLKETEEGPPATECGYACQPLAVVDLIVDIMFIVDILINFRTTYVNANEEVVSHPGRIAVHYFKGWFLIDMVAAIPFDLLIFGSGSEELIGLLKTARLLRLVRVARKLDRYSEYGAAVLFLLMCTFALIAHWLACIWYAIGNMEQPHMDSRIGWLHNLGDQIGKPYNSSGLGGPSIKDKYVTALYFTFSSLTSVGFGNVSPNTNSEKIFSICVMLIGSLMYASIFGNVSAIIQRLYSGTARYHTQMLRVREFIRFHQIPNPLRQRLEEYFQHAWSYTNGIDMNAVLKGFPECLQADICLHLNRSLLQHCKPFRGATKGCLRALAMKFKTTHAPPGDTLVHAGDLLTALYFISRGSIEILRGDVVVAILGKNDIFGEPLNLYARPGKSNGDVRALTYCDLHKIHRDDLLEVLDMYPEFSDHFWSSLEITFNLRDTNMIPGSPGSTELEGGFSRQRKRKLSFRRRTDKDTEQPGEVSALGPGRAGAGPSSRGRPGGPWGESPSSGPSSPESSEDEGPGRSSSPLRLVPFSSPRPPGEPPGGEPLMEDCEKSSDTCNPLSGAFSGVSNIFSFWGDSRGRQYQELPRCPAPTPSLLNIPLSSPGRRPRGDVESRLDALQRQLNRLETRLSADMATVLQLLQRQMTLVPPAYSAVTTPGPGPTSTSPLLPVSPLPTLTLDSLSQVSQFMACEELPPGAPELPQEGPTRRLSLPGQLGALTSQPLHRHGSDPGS
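U2OS cells were transduced with wild-type KCNH2 virus (2.03 x 10^8 / mL) for 4 h at room temperature, then cultured overnight at 37 C. Thallium flux was read with FluxOr dye. Rate constants were normalized to DMSO controls.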
Eya2 inh = qHTS Assay for Inhibitors of the Phosphatase Activity of Eya2; 330,000 compounds, 0.006% hits; recombinant Eya2, OMFP fluorescence dephosphorylation (OMFP is methylfluorescein phosphate); AID 488837, 2010; Protein phosphatase EYA2 (Homo sapiens), O00167; Potency, µM (highest dose often 76.9 µM), inactives show at the highest dose activity, negative = inhibition, actives largely listed as inhibitors; further: potency means the concentration at half of the fitted maximal effect; on the % scale 0 is the no-effect control and ±100 the full control effect
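Eya2 protein (added as 0.2 uM solution) was preincubated with compound for 10 min at ambient temperature in 50 mM HEPES pH 7.5, 50 mM NaCl, 5 uM MgCl2, 0.05% BSA, 1 mM DTT. OMFP (added at 50 uM) then reacted 10 min; fluorescence read at 485/525 nm.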
ELG1 DNA repair = qHTS screen for small molecules that inhibit ELG1-dependent DNA repair in human embryonic kidney (HEK293T) cells expressing luciferase-tagged ELG1. HEK293T ELG1-luciferase reporter, luminescence, 16 h; DNA damage induced by 5-fluorouridine. Potency, µM (titrated, usually from 46.1 µM), without a hit: at the top dose activity change, negative = inhibition, actives largely listed as inhibitors. 330,000 compounds, 2.3% hits. AID 504467, 2011; further: potency means the concentration at half of the fitted maximal effect; on the % scale 0 is the no-effect control and ±100 the full control effect; nearly all actives have a fitted effect of over 55% in size
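Overnight (16 hr) co-exposure of 2,000 cells/well to 5-fluorouridine and compound at 37 °C preceded detection. Luciferase was quantified via ONE-Glo luminescence; loss of signal denotes inhibition.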
An asterisk follows results filed as active; ? = inconclusive; . = not tested or not shown; & = joins results of further samples; [ ] = remark or other dose. Unless noted, the call rests on the fitted dose curve; in most records, active means well fitted curve in the direction sought with a large enough effect; inconclusive means small, poorly fitted or top-dose-only effect, or another doubt; inactive means no such curve, though single readings can be large; an effect the other way counts as inactive or inconclusive.

molecule,KCNH2 3.1 block,TRPV1 ag,Eya2 inh,TSHR antagonist,AT treatment,TCR act,USP2a block,Mito fusion act,hERG WT inh,ELG1 DNA repair
COc1cc2c(cc1OC)C(C)N(C(=O)c1cc3c(C)cc(C)cc3[nH]1)CC2 (stereo not drawn),-1.9,-3.2,-4.9%,6.1,4.6%,-0.8%,-0.8%,-13.7%,-16.9,16.4µM*
COc1ccccc1OCC(=O)Nc1cccc(N(C)S(C)(=O)=O)c1,3.5,-0.2,-0.3%,-1.5,-0.5%,5.7%,0.2%,-2.0%,-7.5,5.2%
Cc1ccccc1N1CCN(C2CCCN(C(=O)c3csc(C(C)C)n3)C2)CC1 (stereo not drawn),-0.1,?,-1.0%,-3.9,0.3%,3.5%,-0.8%,5.1%,17.1,?
CCOc1ccc(OCC)c(NC(=O)C2CCCN(S(=O)(=O)c3ccc(C)cc3)C2)c1 (stereo not drawn),-1.9,9.6,-2.5%,-36.7,-1.6%,-7.0%,0.5%,-0.1%,-4.8,?
Cc1ccc(C(=O)NC(N(C)C)C(Cl)(Cl)Cl)cc1 (stereo not drawn),-5.6,25.6,-2.2%,4.8,-0.5%,-0.7%,-3.0%,-3.0%,-14.6,6.8%
COC(=O)C1=C(C)N(Cc2ccccc2)C(=NCc2cc(OC)c(OC)c(OC)c2)N[C@H]1c1cccc(F)c1,.,15.3&1.0,7.3%&0.3%,16.3&-2.6,-3.2%&1.9%,-1.3%,-0.5%&-0.1%,-5.2%&-6.1%,.,?
Cc1ccc(Sc2nc([N+](=O)[O-])nn2C)cc1,-8.0,3.9,4.0%,0.2,-4.9%,5.1%[46.1 µM],0.8%,-3.3%,-8.3,9.4%
O=C(Nc1ccc(F)cc1F)c1cc(=O)n(-c2ccccc2)c(=O)[nH]1,0.4,-4.6,15.5%,1.3,-4.5%,-3.1%,-0.6%,1.3%,-34.2,0.0%
O=C(N/N=C1\CCCc2oc(C(=O)O)cc21)c1ccccc1,?,19.6,-7.0%,-10.3,3.8%,.,-1.4%,-5.0%,-7.0,?
C/C(CC(=O)NC1CCCC1)=N\NC(=O)Cc1csc(N)n1,10.7,1.0,10.3%,5.9,2.2%,0.1%[46.1 µM],2.1%,-1.3%,7.3,0.6%
COc1ccc(/C=C2\CCC/C(=C\c3ccc(OC)c(OC)c3OC)C2=O)c(OC)c1OC,10.2,7.2,?,0.1,-1.8%,0.9%,3.8%,-1.4%,9.3,23.1µM*
CC(=O)Nc1cccc(-c2nnc3c4ccccc4c(C)nn23)c1,.,1.1,1.4%,-10.0,0.3%,.,1.4%,-3.0%,.,10.4%
O=C(COc1coc(CN2CCN(c3ccccc3)CC2)cc1=O)NC1CCCC1,15.7,-0.2,-19.8%,-1.9,-4.5%,3.7%,0.5%,0.7%,2.9,11.8%
N#Cc1ccccc1OCC(=O)N(Cc1nnc(-c2ccccc2Cl)o1)C1CC1,10.7,2.9,7.1%,-2.6,1.4%,6.3%,-1.0%,0.9%,4.4,2.5%
CCCCCN(CCCCC)C(=O)C(CCC(=O)O)NC(=O)c1ccc(Cl)c(Cl)c1 (stereo not drawn),1.9,.,1.3%,-10.5,.,0.9%,.,-33.5%[inhibitor],-2.7,.
Cc1cc(C)cc(N2CCCn3c2nc2c3c(=O)[nH]c(=O)n2C)c1,-0.6,1.0,-4.5%,-5.5,-2.9%,4.5%,3.2%,-3.7%,2.9,2.2%
CCC(=O)Nc1cccc(-c2cn3ccsc3n2)c1,-11.0,-1.3,-4.0%,-6.7,3.0%,9.6%,-1.5%,-1.6%,12.4,?
COc1cc2c(c(OC)c1OC)C(c1ccc3c(c1)OCO3)CC(=O)O2 (stereo not drawn),21.0,.,-13.4%,-2.4,5.2%,1.0%[46.1 µM],2.7%,.,36.1,?
COc1ccc(NC(=O)CCCN2C(=O)C(c3ccccc3)Oc3cccnc32)c(OC)c1 (stereo not drawn),7.4,?,-2.5%,-7.3,11.7%,-4.7%,1.1%,-0.1%,1.3,-24.3%
COc1ccc(C2CN=NC23CCCc2ccccc2C3=O)cc1 (stereo not drawn),-1.1,0.6,0.8%,-8.9,-2.5%,-2.6%,3.4%,2.7%,-8.6,?
CN(C)S(=O)(=O)c1cccc(-c2nnc(SCc3ccc4c(c3)OCCO4)o2)c1,1.3,-0.3,-7.7%,-48.8,10.2%,1.5%,-8.5%,10.8%,-3.9,-33.2%
CCOC(=O)c1cnc2nc(Cc3ccccc3)[nH]n2c1=O,17.3,2.3,2.5%,2.7,5.5%,18.8%,-0.5%,1.0%,-4.2,-2.1%
COc1ccc(CN2C[C@]3(CO)O[C@@H](CO)C[C@@H]3S2(=O)=O)cc1,4.4,.,5.2%,-9.2,-2.9%,1.8%[46.1 µM],3.3%,.,-9.6,18.7%
Cc1nn(-c2ccccc2)c2c1C(c1ccc(Cl)cc1)N(c1ccccc1)C(=O)N2 (stereo not drawn),8.1,14.8,1.5%,-26.2,-4.8%,-10.4%[46.1 µM],6.3%,-6.6%,-32.8,?
COc1ccc(CNC(=O)c2ccc3c(=O)n4c(nc3c2)CCCCC4)cc1OC,7.6,?,9.0%,-19.8,0.1%,1.2%,0.2%,0.4%,4.9,-20.2%
O=C(Cc1ccccc1)N1CCC(c2nc3ccccc3[nH]2)CC1,-3.7,-1.6,1.1%,14.2,3.1%,-4.1%,-1.1%,-5.9%,-17.0,3.8%
O=c1[nH]c(NC2CCCCC2)nnc1Cc1ccccc1,-26.9,2.8,-19.4%,1.2,-0.5%,4.2%,-0.3%,-0.6%,-11.0,10.3%
O=C(Nc1ccccc1F)C1CCN(C(=O)NCc2ccccc2)CC1,8.9,?,3.8%,2.7,-2.3%,-9.8%,2.8%,-6.1%,-0.2,1.2%
CS(=O)(=O)c1ccc(Cl)c(NC(=O)CSc2nncn2-c2ccccc2)c1,-7.6,-4.6,-9.7%,5.2,9.2%,1.1%,2.4%,4.4%,13.5,-1.9%
Oc1ccc(Cl)cc1C1=NCCNC(C(F)(F)C(F)F)=C1,18.0,5.1,-12.3%,-10.7,1.4%,1.6%,6.1%,-0.5%,7.4,?
CC1(C)C(c2cccs2)=NC(c2ccccc2)N1O (stereo not drawn),4.5,0.0,-1.5%,-9.8,3.6%,3.6%,0.0%,-11.3%,-6.5,-3.1%
CCN(C(=O)COC(=O)CSc1ccc(C)c(C)c1)C1CCS(=O)(=O)C1 (stereo not drawn),3.7,-3.0,4.7%,14.5,-2.7%,-1.2%,0.0%,-1.4%,13.2,-0.2%
Nn1c(Nc2ccccc2)nc2sc3c(c2c1=O)CCCC3,-2.9,3.6,-8.3%,-9.4,-0.5%,0.7%,-0.6%,13.7%,-21.5,?
Cc1ccc(N2CC(C(=O)N3CCC(C(=O)Nc4ccc(Br)cc4)CC3)CC2=O)cc1 (stereo not drawn),-21.2,14.1,-1.3%,-3.2,-9.1%,-0.1%,1.8%,-8.0%,13.0,-5.5%
CC(C)COC(=O)c1cc(-c2ccc(/C=N/n3cnnc3)o2)ccc1Cl,-14.2,10.4,10.4%,1.2,6.1%,2.7%,-0.1%,-2.6%,9.9,6.6%
CC(=O)N1C(C(=O)O)Cc2c([nH]c3ccccc23)C1C (stereo not drawn),7.9,-1.8,-18.5%,1.7,-2.2%,14.7%,-0.8%,0.3%,18.5,-5.8%
Cc1ccc(C(=O)N2CCC(n3nccc3NC(=O)Nc3cccc(F)c3)CC2)cn1,-4.4,2.7,7.5%,-2.9,0.0%,2.1%,-1.9%,14.6%,-8.7,-16.4%
O=C(c1ccco1)N1CCN(C(=O)N2CCCCC2)CC1,11.5,-1.9,2.9%,0.8,-5.7%,2.8%,3.3%,2.2%,-9.3,4.9%

Only part of the results is shown (hit frequency here may not be typical).
